High-throughput results (PubChem)
M1 PAM – potentiates human M1 receptor response to acetylcholine; P11229; CHO-K1 hM1, Fluo-8 calcium fluorescence, ACh EC20; 0% = ACh EC20, 100% = maximal ACh; activation, % at 3 µM; 360,000 tested, 0.088% active; AID 588819; in the data active = activation above about 19%, passing the limit was not always enough
CRFBP-R2 block – antagonists of CRF-binding protein/CRF-R2 receptor complex | HEK293 CRF-R2/CRF-BP, CRF-induced calcium fluorescence | inhibition, % at 11.8 µM | 350,000 tested, 0.59% active;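 active = inhibition of the ligand-induced calcium signal above about 50% at the single tested concentration, limit read from the data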
CHRM4 agonist – CHRM4 agonism in calcium assay. P08173. activation, % at 3 µM. 360,000 tested, 0.14% active. AID 624127. CHO-K1 hM4/Gqi5, Fluo-8 calcium fluorescence; vehicle 0%, full acetylcholine response 100%;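 active = activation above the run mean over all test wells plus 3 SD, cut at about 32% in these data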;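 note: peak over basal fluorescence ratio per well then scaled between controls; 0% = DMSO wells and 100% = acetylcholine at EC100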
Target sequence (P08173 whole entry, looked up): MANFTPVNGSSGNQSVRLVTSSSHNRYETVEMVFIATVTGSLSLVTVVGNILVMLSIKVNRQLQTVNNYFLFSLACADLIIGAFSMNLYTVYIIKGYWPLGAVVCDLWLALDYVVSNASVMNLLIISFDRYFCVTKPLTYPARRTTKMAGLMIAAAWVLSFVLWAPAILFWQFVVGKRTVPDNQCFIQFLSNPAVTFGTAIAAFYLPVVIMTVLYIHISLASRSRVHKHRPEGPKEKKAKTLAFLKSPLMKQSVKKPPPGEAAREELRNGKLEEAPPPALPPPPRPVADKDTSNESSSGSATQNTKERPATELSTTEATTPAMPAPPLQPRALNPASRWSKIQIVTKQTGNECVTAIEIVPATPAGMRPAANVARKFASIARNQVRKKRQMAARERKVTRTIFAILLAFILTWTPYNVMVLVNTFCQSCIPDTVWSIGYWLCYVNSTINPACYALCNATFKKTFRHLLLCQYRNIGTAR
CRFR2-BP ag – agonists of human CRF-binding protein/CRF-R2 receptor complex | AID 588473 | activation, % at 13.2 µM | HEK293 CRF-R2/CRF-BP, calcium dye fluorescence (FLIPR); percent of saturating CRF peptide response | 350,000 tested, 0.46% active;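 active = activation of at least 50%, plus an integration ratio under a set limit after plate pattern correction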;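 note: plate controls were neutral control wells without compound for no effect and CRF at EC100 for full effect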
M5 antag – antagonists of human muscarinic M5 receptor (CHRM5); P08912; CHO-hM5 cells, Fluo-8 calcium fluorescence, ACh EC80; inhibition, % at 3 µM; 360,000 tested, 0.59% active; AID 624040;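 active = inhibition above a per-plate cutoff, the mean of that plate's test compounds plus 3 SD, cut at about 27% in these data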;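 note: 0% = acetylcholine EC80 with DMSO and 100% = DMSO without agonist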
Target sequence (P08912 whole entry, looked up): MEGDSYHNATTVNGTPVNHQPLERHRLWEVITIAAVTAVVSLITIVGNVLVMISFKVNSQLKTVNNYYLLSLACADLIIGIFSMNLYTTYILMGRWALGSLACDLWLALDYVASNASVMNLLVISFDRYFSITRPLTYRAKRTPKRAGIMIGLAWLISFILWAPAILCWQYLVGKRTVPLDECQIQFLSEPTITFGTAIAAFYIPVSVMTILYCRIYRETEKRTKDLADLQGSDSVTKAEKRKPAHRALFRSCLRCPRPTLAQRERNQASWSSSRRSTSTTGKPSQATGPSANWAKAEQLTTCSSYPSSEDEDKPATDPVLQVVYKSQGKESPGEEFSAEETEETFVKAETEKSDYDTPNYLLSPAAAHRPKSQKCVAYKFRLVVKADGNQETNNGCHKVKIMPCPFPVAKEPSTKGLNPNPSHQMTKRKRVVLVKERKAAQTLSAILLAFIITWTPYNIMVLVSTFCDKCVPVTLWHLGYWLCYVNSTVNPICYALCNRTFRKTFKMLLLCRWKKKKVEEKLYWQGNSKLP
M5 ag – CHRM5 agonism in calcium assay; P08912; CHO-K1 hM5 cells, Fluo-8 calcium fluorescence; 0% DMSO wells, 100% maximal acetylcholine response; activation, % at 3 µM; 360,000 tested, 0.19% active;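 active = activation above the run's mean over test compounds plus 3 SD, cut at about 23% in these data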;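 note: signal is peak over basal fluorescence ratio across the kinetic read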
CHRM4 PAM – CHRM4 positive allosteric modulation | CHO-K1 hM4/Gqi5, Fluo-8 calcium fluorescence, ACh EC20; 0% = ACh EC20, 100% = maximal ACh | 360,000 tested, 0.4% active | activation, % at 3 µM | P08173;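 active = activation above its plate's cutoff, the mean activation of sample wells plus 3 SD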; note: some results filed as inactive read as strong as hits
CHRM4 antagonist – CHRM4 antagonism in calcium assay; inhibition, % at 3 µM; 360,000 tested, 0.73% active; AID 624125; P08173; CHO-hM4 cells, ACh EC80, Fluo-8 calcium fluorescence;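 active = inhibition above its plate's cutoff, the mean inhibition of sample wells plus 3 SD, cut at about 27% in these data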;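 note: 0% = acetylcholine EC80 with DMSO and 100% = DMSO without agonist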
CHRM5 PAM – CHRM5 positive allosteric modulation; P08912; CHO-K1 hM5, Fluo-8 calcium, ACh EC20 PAM; 0% = ACh EC20, 100% = ACh EC100; activation, % at 3 µM; 360,000 tested, 0.3% active;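 active = activation above the run cutoff, the mean activation of all test compounds plus 3 SD, cut at about 18% in these data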
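System: CHO-K1 hM5 cells. Reagent: acetylcholine, EC20 level. Compound dosing: single dose, 3 µM nominal final test concentration. Timing: Post-acetylcholine fluorescence recording 140 s. Detection: Fluo-8 calcium fluorescence. Read-out: % activation, ACh-normalized. Benchmarks: ACh EC20 and EC100 wells. Repeats: singlicate, one well per test compound.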
Starred values were filed as active, the others as inactive; nt = not tested or not shown.

molecule	M1 PAM	CRFBP-R2 block	CHRM4 agonist	CRFR2-BP ag	M5 antag	M5 ag	CHRM4 PAM	CHRM4 antagonist	CHRM5 PAM
Cc1ccc(NC(=O)COC(=O)[C@H](C)NC(N)=O)c(C)c1	10	3	1	0.1	-26	0	9	-6	6
O=C(COC(=O)c1ccccc1SCC(=O)N1CCCC1)NC1CCCCC1	1	0	2	0.6	10	0	-1	-3	-8
O=C(Cc1csc(NC(=O)Nc2cccc(Cl)c2)n1)NCc1cccnc1	-9	-3	9	-0.5	4	2	-2	-1	-2
COc1cccc(NC(=O)C2CCCO2)c1 (stereo not drawn)	8	-1	1	-0.3	15	-2	-1	9	-5
Cc1cc(C)cc(CC(=O)N2CCC2(C)C(=O)NS(=O)(=O)c2ccccc2C)c1 (stereo not drawn)	6	nt	1	nt	-1	0	8	-20	1
c1ccc(CN(Cc2ccccc2)c2ncnc3c2nnn3Cc2ccccc2)cc1	5	-10	1	3.9	7	-3	4	-11	-17
CCOc1ccc2nc(NC(=O)Nc3cccs3)sc2c1	-8	-11	14	2.0	8	6	-8	-8	-9
CN(C)/C=N/c1ncc(C(=O)c2ccc(Cl)cc2)s1	6	5	0	0.1	-9	-1	0	4	0
COc1ccc(CNC(=O)C(c2ccc(O)cc2)N(Cc2ccco2)C(=O)c2snc(C(N)=O)c2N)cc1 (stereo not drawn)	-16	7	23	-1.6	25	2	-13	6	-15
COc1cc(OC)cc(C(=O)N2CCN(Cc3ccccc3[N+](=O)[O-])CC2)c1	-3	2	11	-5.5	-25	1	-7	-15	6
O=C(NCCCn1ccnc1)c1csc2ccccc12	12	-1	0	-1.5	1	-5	6	2	4
CCNc1nc(NC(C)C)nc(OCCNS(=O)(=O)c2cc(C)ccc2C)n1	-1	15	1	-1.6	0	0	6	3	-6
O=[N+]([O-])c1cccc(-c2nnc3ccc4ccccc4n23)c1	8	11	0	-1.4	-5	-3	-3	4	2
Cc1ccc(C)c(N2CC(=O)N(c3cc(C)ccc3C)CC2=O)c1	9	12	0	-2.4	-3	-2	1	-3	3
CSc1nc(N2CCOCC2)c2c(c1C#N)CC(C(C)C)OC2 (stereo not drawn)	4	-41	0	1.9	3	-3	-2	3	4
C=C1C(=O)O[C@@H]2[C@H]1[C@@H](OC(=O)/C(C)=C/C)C/C(C)=C\C(=O)/C=C(\C)[C@@H]2O	6	4	1	-1.7	2	1	10	-9	2
COc1cc(=O)n2c(n1)SCCC2	1	-4	1	2.9	-8	-4	0	-4	3
CCCCC1CCC(C(=O)N(CCOC)c2c(N)n(CCCC)c(=O)[nH]c2=O)CC1 (stereo not drawn)	10	6	-1	0.4	0	-1	9	4	4
CCS(=O)(=O)N1Cc2ccccc2CC1C(=O)N(C)Cc1ccc(OC)cc1OC (stereo not drawn)	-1	7	2	-1.4	15	0	-6	0	-5
COc1cc(C2C(C(C)=O)=C(O)C(=O)N2CCN2CCOCC2)ccc1O (stereo not drawn)	5	20	0	0.8	-4	1	4	4	-3
Cc1ccc2[nH]c(=O)c(CN(Cc3ccco3)C(=O)CN3CCCC(C)C3)cc2c1 (stereo not drawn)	-2	-2	1	0.4	3	-9	-2	-2	-4
c1ccc2c(-c3[nH]ncc3CNCCCn3ncc4ccccc43)cccc2c1	0	-5	3	0.0	-14	-1	-4	4	-1
Cc1ccc(CN(C(=O)c2ccco2)C2CCS(=O)(=O)C2)cc1 (stereo not drawn)	4	5	0	-0.9	-12	-2	0	1	4
O=C(O)COc1ccc2c(c1)O/C(=C\c1cccs1)C2=O	20	-3	1	-0.2	-7	3	30	-4	9
CC1(c2ccccc2)NC(=O)N(CC(=O)Nc2ccc(Cl)c(S(=O)(=O)N3CCCCC3)c2)C1=O (stereo not drawn)	11	-28	3	12	9	-5	-3	-6	5
Nc1nc(SCC(=O)NC2CCCCC2)[nH]c(=O)c1-c1ccccc1	4	-14	1	0.5	-6	1	11	-6	-2
CCN(CC)C(=S)Nc1ccc(OC(F)F)cc1	7	-8	3	-0.3	2	3	-1	0	0
Cc1ccc(S(=O)(=O)CC2CSc3nnc(C)c(=O)n32)cc1 (stereo not drawn)	11	-15	2	-0.7	1	0	8	4	3
N/C(=N\OC(=O)Nc1ccccc1)c1cccc(C(F)(F)F)c1	3	8	13	0.2	6	0	-1	4	-2
Cn1c(=O)n(-c2ccccc2)c(=O)c2c3c(sc21)COC(C)(C)C3	7	8	7	0.4	-8	-5	10	6	-3
COC(CN(C(=O)CCl)C(C(=O)NC1CCCCC1)c1ccccc1C)OC (stereo not drawn)	-2	-24	0	20	3	-1	-5	-2	-2
Nn1cnc2c(ncn2C2OC(CO)C(O)C2O)c1=O (stereo not drawn)	0	nt	1	nt	1	4	2	-5	1
O=C(NCC(=O)N(c1ccccc1)C(C(=O)NCC1CCCO1)c1ccccc1)c1ccco1 (stereo not drawn)	1	14	9	-0.5	1	1	-1	-10	-12
COc1ccc(/C=N/NC(=O)c2ccccc2)cc1CN1CCN(c2ccc(F)cc2)CC1	-2	8	1	-2.9	4	-4	-1	5	-2
Cc1nc2oc3ccc(Cl)cc3c(=O)c2cc1C(=O)O	7	36	-1	-1.3	8	1	-21	3	0
CCOC(=O)C1(Cc2cccc(F)c2)CCN(Cc2cn(CC)nc2C)CC1	-12	-5	13	-0.2	7	-1	-7	0	-12
CC(C)C[C@@H](CN)NC(=O)c1nc[nH]c1C(=O)N[C@@H](CC(C)C)C(=O)CNC[C@H](C)NC(=O)c1nc[nH]c1C(=O)N[C@@H](CC(=O)O)C(=O)O	5	17	0	-2.3	4	1	9	-11	1
O=C(C[n+]1cccc(C(=O)N/N=C/c2ccc(Br)cc2)c1)c1ccccc1	8	3	0	-1.7	-2	-1	0	-1	2
Cc1ccc(OCc2cc(C(=O)N3CCN(CC(=O)NC(C)C)CC3)no2)cn1	3	72*	1	0.0	8	-3	5	1	-6
O=C(O)c1cc(-c2ccco2)nn1-c1ccc(Cl)cc1	11	12	1	1.3	2	0	-3	-2	2
Cc1ccc(NC(=O)c2cc3c(s2)CCC3)cc1S(=O)(=O)N1CCOCC1	3	-32	0	-0.7	2	0	-8	15	-5
Cc1ccc([N+](=O)[O-])cc1-c1ccc(/C=N/NC(=O)CN2CCOCC2)o1	8	1	6	-2.9	-12	6	0	10	7
CC(Oc1cccc(Cl)c1)C(=O)NCc1ccc(S(N)(=O)=O)cc1 (stereo not drawn)	6	1	2	-1.2	12	2	10	-7	-2
CC(=O)c1cc2c(cc1NC(=O)C1CN(C(C)=O)c3ccccc3O1)OCO2 (stereo not drawn)	-4	17	2	-1.5	0	3	-2	5	2
O=C(Cc1cccc(NC(=O)C2CCN(S(=O)(=O)c3cccc([N+](=O)[O-])c3)CC2)c1)Nc1cccc(C(=O)N2CCOCC2)c1	-6	7	0	-3.2	7	-1	-2	7	-5
COCCn1c(SCC(=O)Nc2ccc(Cl)cn2)nc2ccccc21	0	-10	1	0.9	-6	1	2	2	-1
Cc1ccc(C(=O)NCCC(=O)NCc2ccco2)cc1	7	-9	1	-0.5	-8	2	-2	1	-2
COc1ccc(CCNC(=S)Nc2cccc3ccccc23)cc1	-1	-13	0	3.8	-3	-3	2	6	-1
CN1C(=S)SC(/[N+]([O-])=C/c2cccnc2)C1(C)C (stereo not drawn)	15	5	1	-1.1	4	-4	2	1	6
O=C(O)c1ccccc1NS(=O)(=O)c1ccc(NNC(=S)Nc2ccc(OC(F)F)cc2)c([N+](=O)[O-])c1	8	3	1	-0.5	-2	3	-6	-4	2
CCCn1nnnc1NCc1cccc(Cl)c1	7	12	0	-1.5	0	-1	-4	20	3
Cc1ccc(C(=O)N2CCN(S(=O)(=O)c3ccc(C(C)C)cc3)CC2)s1	4	9	8	-0.1	1	2	-7	-7	-9
OCCN(CCO)c1ccc2ccccc2c1	8	26	1	-0.3	4	-1	1	5	4
CC(=O)Nc1ccc(/C=N/NC(=O)c2cc(-c3ccco3)nc3ccccc23)cc1	-1	7	4	-3.0	-6	4	-18	-4	-5
O=[N+]([O-])c1cccnc1Sc1ccccc1Cl	0	10	-1	0.3	16	-3	-19	-3	-7
Cc1ccc2nc(-c3cccc(S(=O)(=O)N(C)C)c3)cn2c1	7	0	-1	0.0	-8	-2	11	-8	6
Nc1cc(=O)[nH]c(SCC(=O)Nc2cc(S(=O)(=O)N3CCCCC3)ccc2Cl)n1	12	-6	1	1.0	-5	-1	11	-5	3
CCOC(=O)/C=c1\s/c(=C\c2ccc(C(=O)OC)cc2)c(=O)n1CC(=O)Nc1ccccc1	15	-2	2	0.0	2	0	7	-1	4
COC(=O)[C@]1(C)N[C@H](CN(C)C(=O)c2ccc(C(C)(C)C)cc2)[C@@H]2C(=O)N(Cc3ccccc3)C(=O)[C@@H]21	5	-5	0	-0.2	-8	0	-4	0	4
CC(C)(O)c1[nH]c2ccc(C(F)(F)F)cc2c1C(C)(C)O	12	-11	4	-0.4	4	1	1	-9	0

Results in M5 antag, for 2 of the compounds above:
SMILES | M5 antag
CC(C)C[C@@H](CN)NC(=O)c1nc[nH]c1C(=O)N[C@@H](CC(C)C)C(=O)CNC[C@H](C)NC(=O)c1nc[nH]c1C(=O)N[C@@H](CC(=O)O)C(=O)O | 4
O=C(C[n+]1cccc(C(=O)N/N=C/c2ccc(Br)cc2)c1)c1ccccc1 | -2

Later entries.
molecule	M1 PAM	CRFBP-R2 block	CHRM4 agonist	CRFR2-BP ag	M5 antag	M5 ag	CHRM4 PAM	CHRM4 antagonist	CHRM5 PAM
COc1ccc(C)cc1S(=O)(=O)N1CCCC(C(=O)N2CCN(c3ccccc3F)CC2)C1 (stereo not drawn)	-4	5	13	-1.3	7	1	0	-8	-10
CCCCNC(=O)C1c2ccccc2OCC(=O)N1CCc1c[nH]c2ccccc12 (stereo not drawn)	nt	nt	1	nt	9	3	7	-8	-6
CCOC(=O)c1nn(-c2ccc(Cl)cc2C)ccc1=O	23	-2	-1	-2.3	-7	-1	-1	-6	-2
COc1ccc(NC(=O)N(C)C[C@@H]2OCc3cn(nn3)CCCC(=O)N([C@H](C)CO)C[C@H]2C)c(OC)c1	0	-5	2	4.1	10	-1	-4	8	-9
CC(=O)CCn1cnc([N+](=O)[O-])n1	1	-9	2	-1.9	-13	-4	13	-17	5
Cc1ccc([N+](=O)[O-])cc1NC(=O)c1cccs1	6	8	1	1.8	-9	2	-3	5	7
COC(=O)CC[C@@H](C(=O)O)N1C(=O)c2ccccc2C1=O	1	-7	1	-0.3	0	0	2	1	6
CCOc1ccc(NC(=O)CN(C)C(=O)CC(NC(=O)c2ccccc2)c2ccccc2)cc1OCC (stereo not drawn)	8	-27	3	23	3	-1	2	-3	2
CC(C)=CCN1CCN(CCCc2ccccc2)CC1CCO (stereo not drawn)	3	-10	1	-0.9	-6	-3	-3	7	-1
CC(C)c1ccc(-c2c(C#N)c(N)nc(SCC(=O)N3CCCCC3)c2C#N)cc1	11	-17	0	0.3	-5	2	8	7	4

Outcome played no part in choosing rows (roughly 2.6% active in at least one column).
